# Bioassay records from PubChem BioAssay.
# ALDH1A1 inh: ALDH1A1 (human) enzyme inhibition. P00352. Purified ALDH1A1, NADH fluorescence, propionaldehyde substrate. Potency, µM (series often up to 75.3 µM), inactives show at the highest dose activity, negative = inhibition, most hits filed as inhibitors. 220,000 tested, 7.3% active; active = well fitted inhibition curve with a large enough effect, not every such curve was filed as active; inconclusive = small, poorly fitted or top-dose-only effect, or another doubt; inactive = no such curve, though single readings can be large or run the other way;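 note: plate controls were no enzyme wells and a reference inhibitor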
# Target sequence (P00352 whole entry, looked up): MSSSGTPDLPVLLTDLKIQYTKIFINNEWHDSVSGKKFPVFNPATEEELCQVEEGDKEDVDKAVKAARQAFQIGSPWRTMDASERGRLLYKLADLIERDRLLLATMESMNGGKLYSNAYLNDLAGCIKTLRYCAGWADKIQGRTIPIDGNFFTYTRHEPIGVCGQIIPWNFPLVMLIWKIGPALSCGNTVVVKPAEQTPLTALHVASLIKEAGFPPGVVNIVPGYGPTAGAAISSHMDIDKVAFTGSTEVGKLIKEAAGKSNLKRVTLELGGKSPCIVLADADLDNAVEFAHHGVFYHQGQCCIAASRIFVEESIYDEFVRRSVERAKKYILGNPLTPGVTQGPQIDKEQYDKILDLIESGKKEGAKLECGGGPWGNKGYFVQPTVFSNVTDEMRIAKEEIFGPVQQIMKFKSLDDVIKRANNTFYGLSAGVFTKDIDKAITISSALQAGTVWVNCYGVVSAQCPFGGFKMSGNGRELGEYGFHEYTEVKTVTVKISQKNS
# Tau fluor counter: counter-screen for tau fibril formation inhibitors | tau K18 P301L Alexa594 fluorescence, heparin fibrillization | Potency, µM (series often up to 57.7 µM), inactives show at the highest dose activity change, negative = decrease | 280,000 tested, 0.93% active | AID 1463; note: % is set by controls: 0 for no effect and ±100 for the full control effect; nearly all actives have a fitted effect of over 55% in size
#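 Human tau K18 P301L (15 uM unlabeled, 0.24 uM Alexa 594-labeled) in 100 mM sodium acetate pH 7 with 20 uM heparin, 6 hr at 37 C. ThT 30 uM added, 1 hr ambient; Alexa 594 FP and total fluorescence read at 555/632 nm.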
# HTT cytoprotect: Huntington cell model cytoprotection by ATP luminescence; PC12 HTT-Q103 induced, cytoprotection, ATP luminescence, 40 h; AID 1471; 230,000 tested, 0.14% active; Potency, µM (titrated, usually from 56.4 µM), inactives show cytoprotection (ATP increase), usual class: activators;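 note: % of control where 0% means no effect; nearly all actives have a fitted effect of over 45% in size; toxic huntingtin expression switched on by the ecdysone agonist tebufenozide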
#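 Cells were plated at 1500 per well in phenol red-free DMEM with 5% equine and 5% calf serum. Tebufenozide (100 nM final) and compounds were added, then ATPlite reagent, and luminescence was read.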
# Tau FP inhib: blocks human tau fibril formation measured by polarization; P10636; K18 P301L tau heparin fibrillization, Alexa594 FP, 6 h; Potency, µM (titrated, usually from 57.7 µM), without a hit: at the top dose activity, negative = inhibition, actives largely listed as inhibitors; 280,000 tested, 0.39% active; note: % is set by controls: 0 for no effect and ±100 for the full control effect; nearly all actives have a fitted effect of over 55% in size
# Target sequence (P10636 561-689 P618L limits assumed): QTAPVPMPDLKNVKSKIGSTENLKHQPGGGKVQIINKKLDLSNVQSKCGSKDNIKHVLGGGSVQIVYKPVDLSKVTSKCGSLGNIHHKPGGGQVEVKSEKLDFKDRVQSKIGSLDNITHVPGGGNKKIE
#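 Read-out: fluorescence polarization of Alexa 594-labeled tau (0.24 uM), 555 nm excitation, 632 nm emission. Mixtures held 15 uM unlabeled K18 P301L, compound and 20 uM heparin, pH 7 acetate buffer, incubated 6 hr at 37 C.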
# HTT aggregate: mutant huntingtin aggregation inhibition; 220,000 tested, 1.1% active; Potency, µM (series often up to 46.1 µM), inactives show top-dose activity change, negative = inhibition, actives largely listed as inhibitors; PC12 HttQ103-GFP aggregates, Acumen cytometry, 40 h; note: % is set by controls: 0 for no effect and ±100 for the full control effect; nearly all actives have a fitted effect of over 60% in size
#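 Aggregates are detected as GFP objects 1–25 µm with signal 6 STDEV over background in lysates of induced PC12 cells. These carry Huntingtin exon 1 with 103 glutamines fused to GFP under an ecdysone promoter; compounds titrated.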
# KDM4E inh: blocks human JMJD2E demethylase activity; B2RXH2; JMJD2E catalytic domain, FDH-coupled NADH fluorescence (FDH is formaldehyde dehydrogenase); Potency, µM (highest dose often 57.1 µM), for the others: top-dose activity change, negative = inhibition, usual class: inhibitors; 230,000 tested, 1.6% active; AID 2147; active = well fitted inhibition curve with a large enough effect, not every such curve was filed as active; inconclusive = small, poorly fitted or top-dose-only effect, or another doubt; inactive = no such curve, though single readings can be large or run the other way;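 note: 0% = wells with enzyme and -100% = buffer wells without enzyme; nearly all actives have a fitted effect of over 50% in size; many of its hits are not listed in these tables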
# Target sequence (B2RXH2 1-337 limits assumed): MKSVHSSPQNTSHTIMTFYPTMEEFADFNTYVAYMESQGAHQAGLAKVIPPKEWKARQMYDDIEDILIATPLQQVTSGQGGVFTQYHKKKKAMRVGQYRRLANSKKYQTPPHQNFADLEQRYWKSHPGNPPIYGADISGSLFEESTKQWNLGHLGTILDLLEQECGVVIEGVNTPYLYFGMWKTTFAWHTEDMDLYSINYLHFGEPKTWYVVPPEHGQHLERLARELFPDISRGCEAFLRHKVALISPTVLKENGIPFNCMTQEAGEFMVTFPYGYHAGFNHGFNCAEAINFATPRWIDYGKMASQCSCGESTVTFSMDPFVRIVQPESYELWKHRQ
# Tau fibril ThT: tau fibrillization inhibition (ThT binding); P10636; recombinant tau K18 P301L (four-repeat tau fragment), heparin-induced fibrillization, ThT fluorescence; Potency, µM (highest dose often 57.4 µM), for the others: top-dose activity, negative = inhibition, most hits filed as inhibitors; 270,000 tested, 2.1% active; note: % is set by controls: 0 for no effect and ±100 for the full control effect; nearly all actives have a fitted effect of over 55% in size
#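 In this qHTS, human K18 P301L tau is incubated with compound and heparin for 6 hr at 37 C, and Thioflavin T fluorescence then reports fibril load.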
# SMN2 splice up: SMN2 splice variant enhancement | HEK293 SMN2-luciferase splicing reporter, luminescence, 30-36 h | Potency, µM (doses to about 46.1 µM), for inactives: at the highest dose activity change, positive = activation, usual class: activators | 210,000 tested, 2.8% active | AID 1458; note: % of control where 0% means no effect; nearly all actives have a fitted effect of over 55% in size
#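 HEK293 cells carry an SMN2 […]–luciferase reporter in which exon 7 inclusion puts luciferase in frame. Cells were plated 10-12 h before compound addition, then incubated 30-36 h at 37C. ONE-Glo luminescence was read; sodium butyrate at 4.5 mM final served as control.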
# * marks the source's active call; other numbers are inactive results; ? = inconclusive; / = no result given; & = joins results of further samples; [ ] = dose if it differs, or a comment. Unless noted, calls come from the whole dose curve; as a rule, active = well fitted curve in the direction sought with a large enough effect; inconclusive = small, poorly fitted or top-dose-only effect, or another doubt; inactive = no such curve, though single readings can be large; an effect the other way counts as inactive or inconclusive. Potency is the fitted concentration of half-maximal effect.
# Values run as follows: HTT aggregate | ALDH1A1 inh | KDM4E inh | SMN2 splice up | Tau fibril ThT | Tau FP inhib | HTT cytoprotect | Tau fluor counter
c1ccc(Sc2ncnc3c2oc2ccccc23)cc1
  -24.1% | ? | -6.8% | ? | ? | 4.0% | -13.4% | -10.8%
O=C(O)C=C1C2CC3CC(C2)CC1C3
  -7.0% | -1.3% | -0.5% | 3.0% | 2.6% | 4.0% | -1.0% | -2.8%
O=C(Nc1ccccc1Oc1ccccc1)c1cc([N+](=O)[O-])ccc1Cl
  -5.1% | ? | 1.3% | -42.7%[inhibitor] | ? | -4.9% | -4.0%[10 µM] | ?
Cc1occc1-c1nnc(SCC(=O)Nc2nccs2)n1Cc1ccco1
  0.7% | ? | 3.2% | 1.1% | -12.3% | -5.4% | -7.7% | -2.1%
Cc1ccccc1N1OC2C(=O)N(c3ccc(F)cc3)C(=O)C2C1c1ccccn1 (stereo unspecified)
  -3.2% | 5.7% | -6.3% | -13.8% | -1.6% | -17.1% | -13.4%[10 µM] | -6.8%
C/C(CCC1CC(C)OC1=O)=N\NC(N)=O (stereo unspecified)
  14.6%[9.22 µM] | / | 5.5% | / | -12.4% | -2.8% | 16.7%[10 µM] | -10.2%
CC1(C)CC(=O)c2cc(-c3nc(-c4ccc(Br)cc4)cs3)c(=O)n(-c3ccccc3)c2C1
  / | / | / | -1.4% | 5.4% | -16.7% | / | -11.5%
COc1ccccc1N1C(=S)NC2CS(=O)(=O)CC21 (stereo unspecified)
  3.1%[9.22 µM] | 0.9% | 12.0% | / | 0.9% | 1.0% | -8.3%[10 µM] | 4.7%
O=C(CSc1nnc(-c2ccccc2)o1)Oc1ccc(Br)cc1
  -3.6% | -15.7% | 0.7% | 5.3% | -22.9% | 4.3% | 8.3% | -2.9%
O=C(CCC(=O)N(CC(=O)NC1CCCC1)Cc1ccc2c(c1)OCO2)Nc1nccs1
  -16.5% | -7.1% | 0.9% | -6.5% | 0.5% | 4.0% | 18.1%[10 µM] | 2.5%
Nc1cc(S(=O)(=O)Nc2cc(Cl)ccc2Cl)ccc1N1CCOCC1
  -0.4%[9.22 µM] | / | -23.9% | / | ? | ? | 9.9%[10 µM] | -21.6%
COc1cc(NS(C)(=O)=O)c(OC)cc1NC(=O)c1ccccc1
  -16.5% | 25.1µM* | 2.1% | ? | -16.5% | 1.9% | -2.8%[0.074 µM] | -14.6%
COc1ccc(CC(=O)Nc2ccc(C(C)=O)cc2)cc1
  2.0%[9.22 µM] | ? | -9.2% | 13.5% | ? | -5.4% | 13.9%[10 µM] | -14.3%
COc1ccc(Cn2nnnc2C(c2ccncc2)N2CCOCC2)cc1 (stereo unspecified)
  -10.5% | 28.2µM* | ? | 10.2% | -3.5% | -0.1% | -13.6%[10 µM] | 0.6%
Cc1nn(-c2ccccc2)c(C)c1C(=O)OCC(=O)c1c(N)n(CC(C)C)c(=O)n(C)c1=O
  5.01µM* | 7.0% | 3.2% | -64.6%[inhibitor] | -11.1% | -4.3% | -14.8%[10 µM] | -17.9%
COc1ccc(-n2c(Cc3cccn3C)nnc2SCC(N)=O)cc1
  3.6% | -1.4% | -4.8% | 4.2% | -8.0% | -12.8% | 3.8% | -9.4%
Cc1sc2ncn(CC(=O)NCc3ccco3)c(=O)c2c1-c1ccccc1
  -10.5% | 3.8% | 0.1% | -1.4% | -6.4% | 8.6% | -42.0% | -9.8%
Cc1ccc(Cn2c(SCC(=O)NCc3ccco3)nc3ccsc3c2=O)cc1
  -1.1% | ? | -0.9% | -11.1% | 2.8% | 4.2% | -18.4%[0.074 µM] | -3.7%
COc1ccccc1NS(=O)(=O)c1ccc(N/N=C/C=C/c2ccccc2[N+](=O)[O-])c([N+](=O)[O-])c1
  ? | ? | -5.7% | 21.8% | ? | 6.0% | -29.7% | ?
Cc1ccc(C(C(=O)NC2CCCCC2)N(Cc2ccco2)C(=O)Cc2c[nH]c3ccccc23)o1 (stereo unspecified)
  -27.7% | ? | 0.7% | -13.5% | ? | 8.2% | 1.1%[10 µM] | ?

# Further records
# Values run as follows: HTT aggregate | ALDH1A1 inh | KDM4E inh | SMN2 splice up | Tau fibril ThT | Tau FP inhib | HTT cytoprotect | Tau fluor counter
N#C/C(=C/c1ccc(N2CCCCC2)cc1)c1cccc(F)c1
  -10.1% | -4.0% | 0.3% | ? | ? | 12.1% | 5.7%[1.9 µM] | ?
O=C(Nc1ccc(F)cc1)c1nsc(Cl)c1Cl
  5.9% | 2.4% | ? | 11.2µM* | -4.3% | 3.2% | -6.7%[10 µM] | -6.3%
Cc1cc(C)c(NC(=O)CN(c2ccccc2)S(=O)(=O)N(C)C)c(C)c1
  5.3% | 6.7% | -3.6% | -2.4%&-3.3% | -3.4%&-9.9% | -11.5%&-0.9% | 5.7% | -8.8%&-5.8%
O=[N+]([O-])c1cc(Cl)ccc1-c1nc(-c2ccccc2)no1
  2.0% | -5.4% | 6.3% | 17.4%[1.84 µM] | -26.5% | ? | 1.7%[10 µM] | ?
O=C1/C(=C/c2ccncc2)SC(=S)N1N1CCOCC1
  -17.0%[9.22 µM] | / | ? | / | ? | ? | 12.7%[10 µM] | -12.9%
O=C(Oc1ccc2c(c1)OCO2)c1cccs1
  -4.4% | 3.1% | 4.5% | ? | -21.5% | 2.3% | -7.7% | -16.7%
CCOC(=O)c1ccc(N2C(=O)CC(NNC(=O)c3ccc(Br)s3)C2=O)cc1 (stereo unspecified)
  0.7%[9.22 µM] | / | 3.9% | / | -9.1% | -8.2% | 5.0%[10 µM] | -6.5%
COc1ccc(NC(=O)NN(C(=O)c2ccccc2)C(C)(C)C)cc1
  -3.6% | -0.3% | 4.4% | -16.9% | 3.1% | 4.7% | 7.6%[0.074 µM] | 7.1%
COc1ccc(CNC(=O)c2ccc(-c3ccccc3)cc2)cc1
  8.9% | 10.5% | 5.6% | 2.2% | -26.4% | -2.8% | -29.0% | -16.3%
FC(F)(F)c1cccc(Cc2noc(CN3CCCC3)n2)c1
  -11.5% | 3.3% | 2.7% | / | -0.5% | -2.7% | -13.5% | -4.6%
CCN(Cc1ccccc1)C(=O)c1cc(COc2c(F)cccc2F)on1
  8.0%[9.22 µM] | / | -0.6% | / | ? | 4.4% | 29.1%[10 µM] | -23.4%
O=C(NCc1nc2ccccc2[nH]1)C1=C[C@H](c2ccc(C(F)(F)F)cc2)C[C@H](OCc2ccc(CO)cc2)O1
  5.6%[9.22 µM] | 2.1% | ? | / | -13.2% | ? | -30.0%[10 µM] | -26.3%
Cc1ccccc1N(CC(=O)NCCSCc1ccco1)S(C)(=O)=O
  17.7%[9.22 µM] | ? | -8.8% | -3.6% | -15.6% | -9.4% | 1.9%[10 µM] | -5.5%
COc1ccc(CN2CCC(C(=O)N3CCCC(C)C3)CC2)cc1OC (stereo unspecified)
  / | ? | ? | ? | -2.1% | -0.5% | / | 1.1%
COc1cc(OC)cc(-c2n[nH]c(=S)n2-c2cc(OC)ccc2OC)c1
  -6.8% | ? | ? | 9.7% | ? | -9.2% | -30.3% | -12.8%
O=C(NCc1cccs1)C1CC(=O)N(c2ccc(Cl)cc2)C1 (stereo unspecified)
  1.6%[9.22 µM] | -0.8% | -27.5% | -9.2% | 9.8% | -2.8% | 4.7%[10 µM] | 3.2%
COc1ccc(NC(=O)NCc2ccc3c(c2)OCO3)cc1
  16.5% | 0.3% | 1.2% | -3.3% | 7.8% | 4.8% | -27.5% | -0.8%
Cc1ccc2c(CN3CCN(Cc4ccccc4Cl)CC3)cc(=O)oc2c1
  / | / | / | 4.5% | -10.4% | 8.0% | / | -1.5%
COC(=O)C1=C(C)N(Cc2ccco2)C(=O)N[C@@H]1c1ccco1
  / | 12.1%[13.5 µM] | 0.5%[11.4 µM] | 10.3%[9.22 µM] | -5.8%[11.5 µM] | 4.2%[11.6 µM] | 14.5%[10 µM] | -10.4%[11.6 µM]
CCOC(=O)c1c(NC(=O)CCC(=O)N(CC)CC)sc2c1CC(C)(C)OC2
  36.6%[9.22 µM] | / | -13.2% | / | -5.7% | -7.5% | -11.1%[10 µM] | -7.6%

# Sorted by value in Tau fibril ThT (rising): 3 of the compounds above.
SMILES,HTT aggregate,ALDH1A1 inh,KDM4E inh,SMN2 splice up,Tau fibril ThT,Tau FP inhib
O=[N+]([O-])c1cc(Cl)ccc1-c1nc(-c2ccccc2)no1,2.0%,-5.4%,6.3%,17.4%[1.84 µM],-26.5%,?
O=C(Nc1ccc(F)cc1)c1nsc(Cl)c1Cl,5.9%,2.4%,?,11.2µM*,-4.3%,3.2%
COc1ccc(NC(=O)NCc2ccc3c(c2)OCO3)cc1,16.5%,0.3%,1.2%,-3.3%,7.8%,4.8%

# (more compounds)
# Values run as follows: HTT aggregate | ALDH1A1 inh | KDM4E inh | SMN2 splice up | Tau fibril ThT | Tau FP inhib | HTT cytoprotect | Tau fluor counter
O=C1CN(c2nc(-c3ccccc3)c3cc(Cl)ccc3n2)c2ccccc2N1
  4.5% | -1.7% | -6.0% | 18.0% | -1.9% | -8.4% | -5.4%[10 µM] | -10.6%
C=CCOC(=O)C1=C[C@H](c2ccc(C(F)(F)F)cc2)[C@@H](CCCO)[C@H](OCC)O1
  4.2%[9.22 µM] | 7.9% | 5.1% | / | -3.0% | 8.2% | 15.2%[10 µM] | -2.3%
COc1ccc(Br)cc1CN(C)C(C)C(=O)Nc1cccc(C(C)=O)c1 (stereo unspecified)
  -7.0% | 10µM* | -9.7% | -53.3%[inhibitor] | -15.7% | 3.0% | -37.4%[inhibitor] | -8.2%
CCc1cccc(C)c1NC(=O)N(C)C1CCCCC1
  -17.2%[9.22 µM] | / | 0.7% | / | -0.3% | 2.4% | 0.9%[10 µM] | -3.3%
CCOC(CNC(=O)c1cccc([N+](=O)[O-])c1)OCC
  -13.0%[9.22 µM] | / | -1.6% | / | -1.8% | 8.5% | 2.6%[10 µM] | -4.8%
CCN(CC)S(=O)(=O)c1ccc(N2CCCC2)c(NC(=O)Cc2ccccc2)c1
  30.8%[9.22 µM] | / | 1.2% | / | -3.2% | 2.4% | 23.5%[10 µM] | -6.6%
S=c1[nH]nc(-c2cccs2)n1/N=C/c1c(Cl)cccc1Cl
  -9.1% | 15.8µM* | 0.0% | -2.0% | -15.9% | 2.5% | -30.5% | -15.6%

# Some of the compounds tested; the hit share may differ from the screen's.
